Source: PubChem
TexasRed fluor: Total Fluorescence Counterscreen for Inhibitors of the Interaction of Thyroid Hormone Receptor and Steroid Receptor Coregulator 2; actives 0.29% (n = 280,000); Potency, µM (doses to about 106 µM), inactives show at the highest dose fluorescence change, negative = quenching; TRb/SRC2 Texas Red total fluorescence interference; active = well fitted curve in either direction with a large enough effect; inconclusive = small, poorly fitted or top-dose-only effect; also: % is scaled to controls: 0 for no effect and ±100 for the full control effect
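Flags fluorescent or light-absorbing compounds by total fluorescence, S + 2P, at 555 nm excitation and 632 nm emission. Mixture: 20 nM Texas Red SRC2 peptide, 0.6 uM human TRb LBD, 1 uM T3, 5% DMSO; compound exposure 5 h at ambient temperature.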
LMNA splice mod: qHTS Assay for Modulators of Lamin A Splicing. HeLa LMNA splicing GFP/RFP minigene ratio, 48 h. Potency, µM (titrated, usually from 46.1 µM), for inactives: at the highest dose ratio change, negative = inhibition, actives largely listed as inhibitors. actives 0.01% (n = 200,000). AID 1487, 2009; active = well fitted inhibition curve with a large enough effect in the signal ratio, with a control signal flat, not every such curve was filed as active; inconclusive = small, poorly fitted or top-dose-only effect, or effect the other way, or a change in a side signal; the % refers to the signal ratio; also: % is scaled to controls: 0 for no effect and ±100 for the full control effect
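S3 HeLa cells stably expressing lamin A-EGFP splicing minigene plus DsRed2, 600 cells/well, 48 h compound exposure at 37C. Laser-scanning cytometry; analysed as GFP (500-530 nm)/RFP (575-640 nm) total intensity ratio; 0.5% DMSO vehicle.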
SMN2 splice enh: qHTS Assay for Enhancers of SMN2 Splice Variant Expression | HEK293 SMN2-luciferase splicing reporter, luminescence, 30-36 h | Potency, µM (series often up to 46.1 µM), inactives show at the highest dose activity change, positive = activation, hits mostly activators | actives 2.8% (n = 210,000); also: % of control where 0% means no effect; nearly all actives have a fitted effect of over 55% in size
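qHTS luciferase splicing reporter: luminescence rises when SMN2 exon 7 is included in transfected HEK293 cells. Compound exposure lasted 30-36 h at 37C, with 4.5 mM final sodium butyrate as control, followed by a ONE-Glo read.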
RECQ1 inh: qHTS Assay for Inhibitors of RecQ-Like Dna Helicase 1 (RECQ1); AID 2549, 2010; Potency, µM (top dose mostly 57.3 µM), inactives show top-dose activity, negative = inhibition, hits mostly inhibitors; actives 0.54% (n = 240,000); RECQ1 DNA unwinding, red fluorescence kinetic read; ATP-dependent DNA helicase Q1 (Homo sapiens), P46063;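 also: plate controls were vehicle for no effect and no enzyme for full effect; nearly all actives have a fitted effect of over 30% in size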
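RECQ1T1 50 nM; forked duplex (20 bp + 30-nt ss tails) 200 nM, ATP 2 mM final; pH 8.0, 2 mM MgCl2, 2.5 ug/ml poly(dI-dC); 15 min compound preincubation; discontinuous kinetic read over 2 h at RT.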
TRb-SRC2 inh: qHTS for Inhibitors of the Interaction of Thyroid Hormone Receptor and Steroid Receptor Coregulator 2. TRbeta-SRC2 peptide binding, fluorescence polarization; receptor liganded with 1 µM T3. actives 0.065% (n = 280,000). Potency, µM (highest dose often 106 µM), inactives show at the top dose activity change, negative = inhibition, actives largely listed as inhibitors. Thyroid hormone receptor beta (Homo sapiens), P10828;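 also: plate controls were bound peptide for no effect and peptide without receptor for full effect; nearly all actives have a fitted effect of over 50% in size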
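Compounds were added to 0.6 uM TRb ligand-binding domain and 20 nM Texas Red-labeled SRC2 peptide in Tris buffer containing 1 uM T3, incubated 5 hr at ambient temperature, then read by fluorescence polarization.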
ALDH1A1 block: qHTS Assay for Inhibitors of Aldehyde Dehydrogenase 1 (ALDH1A1); Aldehyde dehydrogenase 1A1 (Homo sapiens), P00352; Purified ALDH1A1, NADH fluorescence, propionaldehyde substrate; Potency, µM (titrated, usually from 75.3 µM), for inactives: at the top dose activity, negative = inhibition, actives largely listed as inhibitors; actives 7.3% (n = 220,000); AID 1030, 2008; active = well fitted inhibition curve with a large enough effect, not every such curve was filed as active; inconclusive = small, poorly fitted or top-dose-only effect, or another doubt; inactive = no such curve, though single readings can be large or run the other way;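 also: plate controls were no enzyme wells and a reference inhibitor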
GoLoco inh red: qHTS Assay for Inhibitors of RGS12 GoLoco Motif Activity (Red Fluorophore); Gai1:RGS12 GoLoco peptide FP, rhodamine, 10 min; actives 0.44% (n = 230,000); Guanine nucleotide-binding protein G(i) subunit alpha-1 (Homo sapiens), P63096; Potency, µM (doses to about 61.6 µM), without a hit: at the top dose activity, negative = inhibition, actives largely listed as inhibitors; active = well fitted inhibition curve with a large enough effect, not every such curve was filed as active; inactive = no such curve, though single readings can be large or run the other way; also: % is scaled to controls: 0 for no effect and ±100 for the full control effect; nearly all actives have a fitted effect of over 30% in size; many of its hits are not listed in these tables
Target sequence (P63096 whole entry, looked up): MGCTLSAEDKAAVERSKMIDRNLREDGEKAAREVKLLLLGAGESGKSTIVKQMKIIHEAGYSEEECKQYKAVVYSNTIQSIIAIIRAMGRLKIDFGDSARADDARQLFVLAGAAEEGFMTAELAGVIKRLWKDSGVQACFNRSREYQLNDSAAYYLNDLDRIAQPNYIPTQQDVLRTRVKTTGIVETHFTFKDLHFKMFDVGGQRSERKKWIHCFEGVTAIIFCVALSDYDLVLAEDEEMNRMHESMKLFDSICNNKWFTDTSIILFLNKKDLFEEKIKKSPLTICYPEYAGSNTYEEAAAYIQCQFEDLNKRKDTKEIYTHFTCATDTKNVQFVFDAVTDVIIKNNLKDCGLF
JMJD2E inh: qHTS Assay for Inhibitors of Human Jumonji Domain Containing 2E (JMJD2E). Potency, µM (doses to about 57.1 µM), for the others: at the highest dose activity change, negative = inhibition, most hits filed as inhibitors. actives 1.6% (n = 230,000). AID 2147, 2009. JMJD2E catalytic domain, FDH-coupled NADH fluorescence (FDH is formaldehyde dehydrogenase). Lysine-specific demethylase 4E (Homo sapiens), B2RXH2; active = well fitted inhibition curve with a large enough effect, not every such curve was filed as active; inconclusive = small, poorly fitted or top-dose-only effect, or another doubt; inactive = no such curve, though single readings can be large or run the other way;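 also: 0% = wells with enzyme and -100% = buffer wells without enzyme; nearly all actives have a fitted effect of over 50% in size; many of its hits are not listed in these tables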
Target sequence (B2RXH2 1-337 limits assumed): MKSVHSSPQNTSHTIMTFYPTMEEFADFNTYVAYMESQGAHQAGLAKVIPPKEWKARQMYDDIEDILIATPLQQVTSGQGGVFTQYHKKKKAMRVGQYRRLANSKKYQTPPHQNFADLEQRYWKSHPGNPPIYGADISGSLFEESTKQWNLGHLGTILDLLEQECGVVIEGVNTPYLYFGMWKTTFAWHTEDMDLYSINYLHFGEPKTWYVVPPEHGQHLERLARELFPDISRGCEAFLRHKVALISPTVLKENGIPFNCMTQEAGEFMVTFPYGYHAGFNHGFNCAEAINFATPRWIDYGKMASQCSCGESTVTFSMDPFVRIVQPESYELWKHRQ
* hit, by the source's call; i = inactive; ? = inconclusive; . = no result given; [ ] = another dose, or the depositor's remark. Unless noted, calls follow the shape of the dose curve; as a rule, active = well fitted curve in the direction sought with a large enough effect; inconclusive = small, poorly fitted or top-dose-only effect, or another doubt; inactive = no such curve, though single readings can be large; an effect the other way counts as inactive or inconclusive. Potency is read from the fitted curve at half-maximal effect. Some of the compounds tested. The share of hits here may be higher or lower than overall.

cpd	SMILES	TexasRed fluor	LMNA splice mod	SMN2 splice enh	RECQ1 inh	TRb-SRC2 inh	ALDH1A1 block	GoLoco inh red	JMJD2E inh
1	Nc1nc(SCC(=O)Nc2cc(S(=O)(=O)N3CCOCC3)ccc2Cl)n[nH]1	2%	.	7%	-1%	0%	-6%	11%	11%
2	CCN(CC)C(=O)c1cn(C)c(=O)c2cc(OC)c(OC)cc12	-4%	-15%	1%	11%	-1%	-4%	4%	?
3	Cn1cccc1C(=O)Nc1nc(-c2ccccn2)cs1	0%	?	25%	i	-8%	14µM*	19%	?
4	COC(=O)C/C=C\[C@@H](C)[C@@H](/C=N\O[C@@H]1O[C@H](COC(C)=O)[C@H](OC(C)=O)[C@H](OC(C)=O)[C@H]1OC(C)=O)OC	-2%[11.2 µM]	.	.	-8%[11.5 µM]	3%[11.2 µM]	-1%[13.5 µM]	.	.
5	CNC(=O)/C(C#N)=C\c1ccc(CNS(=O)(=O)c2ccccc2)o1	-1%	-11%	0%	-3%	-3%	6%	8%	3%
6	COCCn1c(=O)c(-c2ccccc2)nc2cnc(N3CCOCC3)nc21	.	-14%	.	i	.	?	6%	.
7	Cc1ccccc1NC(=O)COC(=O)CN1C(=O)NC(C)(C)C1=O	-3%	-5%	-10%	-12%	0%	?	2%	0%
8	O=C(CCN1C(=O)COc2ccccc21)NCCN1CCc2ccccc2C1	-6%	5%	10%	i	-3%	1%	5%	2%
9	NC(=O)c1cc(Cc2ccccc2)sc1NC(=O)c1ccco1	-3%	?	16µM*	-3%	-11%	18µM*	-6%	?
10	COc1ccc(CNC(=O)COC(=O)CCC(=O)c2cccs2)cc1	0%	.	.	i	2%	.	3%	9%
11	Cc1ccc(-c2nnc(SCC#CCOC(=O)c3cccs3)o2)cc1	2%	2%	6%	4%	0%	-7%	9%	-3%
12	COc1ccc(-n2ncc(N(C)n3cccc3)c(Cl)c2=O)cc1	0%	1%	.	i	1%	2%	.	0%
13	COc1ccc(NC(=S)Nc2ccccc2)cc1	2%	.	-2%[9.22 µM]	i	3%	4%[13.5 µM]	8%[14.2 µM]	-3%
14	COc1ccccc1OC(=O)CCN1c2ccccc2Sc2ccccc21	-2%	-13%	1%	i	9%	-1%	12%	-19%
15	Cc1nc(N2CCOCC2)nc(N2CCC(C)CC2)c1[N+](=O)[O-]	0%	.	.	-10%	1%	.	4%	3%
16	O=C(c1ccccc1NS(=O)(=O)c1cccs1)N1CCCC1	-2%	4%	0%	3%	-9%	3%	0%	0%
17	COc1cc(NC(=O)c2cccs2)ccc1NC(=O)c1cc2ccccc2o1	1%	.	-16%	5%	8%	?	-5%	?
18	COc1ccc(NC(=O)Nc2ccc(F)c(Cl)c2)cc1	-5%	15%[9.22 µM]	14µM*	-2%	-1%	4%	6%	-3%
19	CCCNC(=O)C1CCN(c2nc(C)cc(C)n2)CC1	-2%	-4%	0%	-1%	-15%	-7%	5%	?
20	Cc1c(S(=O)(=O)Nc2ccc3c(c2)OCCO3)cnn1C	-5%	.	.	-3%	0%	-4%	6%	5%
21	O=C1OC(=O)c2ccccc21	-3%	.	-1%	13%	9%	-14%	-6%	.
22	COc1cc(NC(=O)c2ccco2)ccc1NC(=O)C(C)C	-3%	8%	-8%	0%	0%	3%	12%	8%
23	COC(=O)C(NC(=O)c1cccnc1Cl)C(C)C (stereo not given)	-1%	.	.	-6%	-6%	.	10%	2%
24	O=C(NCc1csc(-c2cccs2)n1)Nc1cccc(Cl)c1	0%	.	.	i	5%	.	14%	?
25	O=C(N/N=C/c1ccco1)c1cc(C2CC2)[nH]n1	-2%	.	.	i	-6%	.	8%	-4%
26	CCOC(=O)N1CCC2(CC1)C(C#N)=C(N)Oc1n[nH]c(CSc3ccc(C)cc3)c12	0%	-16%	12%	0%	-2%	-13%	2%	1%
27	COc1ccccc1C(=O)NCCCN1CCCC1=O	-5%	-3%	-3%	-3%	-4%	3%	4%	0%
28	Cc1cc(C)c(-c2cc(NC(=O)CSc3n[nH]c(N)n3)n(-c3ccccc3)n2)cc1C	-7%	0%	48%	-11%	-8%	3%	29%	-10%
29	C#CC(C)(C)NC(=S)NC1CC2C=CC1C2 (stereo not given)	1%	.	.	-9%	3%	.	5%	1%
30	O=S(=O)(NC1CCCCC1Oc1ccccc1)c1ccc(Cl)cc1 (stereo not given)	2%	?	1%	i	-3%	?	10%	11%
31	CC1CC(C)(C)NC(=S)N1CCC(=O)NCCc1ccc(Cl)cc1 (stereo not given)	2%	6%[9.22 µM]	-8%	-1%	3%	?	4%	-5%
32	Nc1cc(-c2ccc(Br)cc2)nc2cc(-c3ccccc3)nn12	-2%	.	-25%	2%	-1%	?	8%	?
33	C=CCn1cnc2c(c1=O)c1nc3ccccc3nc1n2/N=C/c1cccc(OC)c1OC	-1%	0%	0%	-12%	-8%	8%	0%	-1%
34	O=C(c1oc(=O)c2ccccc2c1-c1ccccc1)N1CCN(C2CCCCC2)CC1	2%	3%	7%	-6%	-1%	-4%	-5%	6%
35	N#C/C(=C\c1ccc(O)c(O)c1)C(=O)NCCCCc1ccccc1	-5%	.	.	10µM*	1%	?	-1%	4.5µM*
36	COc1cccc(-c2nccc(NCc3ccc(OC)cc3OC)n2)c1	.	?	.	i	.	-9%	-2%	.
37	Cc1cc(C(=O)N2CCCC(CNS(=O)(=O)c3cccs3)C2)nn1C (stereo not given)	-2%	?	.	-10%	-8%	18µM*	7%	3%
38	CCCCn1nnnc1NCc1cc(OC)c(OC)cc1OC	-2%	?	-15%	-8%	-2%	3%	14%	3%
39	O=C(COC(=O)c1ccc(Br)o1)NC1CCCCC1	-1%	-7%[46 µM]	2%	i	-4%	0%	9%	0%
40	CCOC(=O)N1CCC(NC(=O)c2ccc(CO)c(C(=O)NC3CCN(C(=O)OCC)CC3)c2)CC1	-1%	26%[9.22 µM]	9%	-19%	-1%	-3%	3%	-4%
41	COc1cccc(OCc2nc3ccccc3c(=O)n2N)c1	1%	-7%	?	i	3%	-9%	6%	10%
42	CCn1ncc(/C=N/NS(=O)(=O)c2ccc(Cl)cc2)c1C	-1%	-1%	-16%	2%	-3%	-11%	1%	-1%
43	CCSC(=Nc1ccccc1)Nc1ccccc1	5%	?	-5%	-9%	1%	-9%	3%	2%
44	Cc1ccccc1C(=O)c1ccc2c(c1)n(C)c(=O)n2C	0%	0%	2%	-7%	-22%	?	11%	-9%
45	CS(=O)(=O)ON=C1CCN(S(=O)(=O)c2ccccc2)CC1	1%	5%[46 µM]	11%	i	-8%	-1%	0%	-1%
46	COc1cccc(C(=O)Nc2ccc(NC(C)=O)cc2)c1	-3%	6%	17%	-14%	-7%	-2%	-27%	-7%
47	CC(=O)Cc1nsc(NC(=O)c2c(-c3ccccc3Cl)noc2C)n1	3%	4%	-16%	-2%	2%	23%	2%	-3%
48	Cc1nn(-c2ccc(F)cc2)c(Cl)c1/C=C/C(=O)OCC(=O)Nc1ccc(F)cc1F	0%	-6%	.	4%	4%	3%	.	5%
49	Cc1ccc(NC(=O)COc2cccnc2[N+](=O)[O-])cc1S(=O)(=O)N1CCCCC1	-1%	?	.	-1%	-6%	?	-4%	-9%
50	COc1cccc(C(c2nnnn2Cc2ccccc2)N2CCN(C(=O)c3ccco3)CC2)c1OC (stereo not given)	-1%	12%	-12%	i	2%	?	6%	-1%

Next section.
cpd	SMILES	TexasRed fluor	LMNA splice mod	SMN2 splice enh	RECQ1 inh	TRb-SRC2 inh	ALDH1A1 block	GoLoco inh red	JMJD2E inh
51	COc1ccc([N+](=O)[O-])cc1NC(=S)NC(C)=O	-3%	11%[46 µM]	1%	i	-4%	-6%	-2%	6%
52	Cc1ccc(/C=N/n2c(-c3cccnc3)n[nH]c2=S)o1	0%	.	.	3%	-3%	.	0%	?
53	COc1ccc(NC(=O)C2C(c3ccccc3)C2(Cl)Cl)cc1 (stereo not given)	1%	.	.	-19%	-3%	1%	0%	8%
54	Cc1nc(CCN2C(=O)c3ccccc3C2=O)n[nH]1	0%	-2%	-3%	8%	-15%	-2%	0%	8%
55	O=C(NCC(c1cccs1)N1CCOCC1)c1cc(-c2ccccn2)nc2ccccc12 (stereo not given)	-4%	.	.	-13%	4%	.	7%	-22%
56	Cc1ccnc(NC(=O)CN(C)S(=O)(=O)c2cccc3nsnc23)c1	3%	4%	-21%	-2%	1%	0%	3%	2%
57	COc1ccc(/C=C/C(=O)NCCCc2ccccc2)cc1OC	1%	2%	0%	-1%	-7%	?	9%	?
58	C/C(=N\NC(=O)CNc1cccc(Cl)c1C)c1cccs1	-4%	?	.	-5%	-2%	5%	2%	3%
59	CC1CCCCN1C(=S)Nc1ccc2nc3n(c(=O)c2c1)CCCCC3 (stereo not given)	-2%	-11%	-37%[inhibitor]	-4%	-4%	?	1%	?
60	CN1CCN(c2ccc(CNS(=O)(=O)Cc3cccc(C(F)(F)F)c3)cc2)CC1	-1%	.	.	-3%	0%	.	1%	-6%
61	COc1ccc(C(C)=O)c(OC(=O)c2ccco2)c1	-1%	2%	-14%	0%	-9%	?	1%	3%
62	O=C(NCCC(=O)N1CCNC1=O)OCc1ccccc1	1%	14%	27%	i	-22%	0%	5%	2%
